PKA-R1A act = activators of PKA-R1A holoenzyme, primary screen, biochemical, fluorescence polarization, Cy5-IP20, bovine R1A, mouse PKAc; cAMP-dependent protein kinase type I-alpha regulatory subunit (Bos taurus) + …; 0.083% of 340,000 active; PKA-R1A dissociation; scaled: DMSO 0%, 113 µM cGMP 100%; activation, % at 11.4 µM;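 active means percent activation above the mean of all tested compounds plus 3 SD, cut at about 19% in these data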;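 further: higher means more PKAc released from R1A so a rise in polarization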
Mot1-301 SUMO = yeast Mot1-301 growth rescue at high temperature, primary screen, SUMOylation pathway inhibitor project, S. cerevisiae, ATP luminescence, 38.5C | S. cerevisiae Mot1-301 growth rescue; percent above DMSO median, 100 means doubled | growth rescue, % at 18.8 µM | 1% of 320,000 active | AID 2716, 2010;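 active means every valid replicate shows activation above 250% relative to neutral control wells; inactive means the rest, any valid replicate at or below 250%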;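 further: OY570 slx delta 5 strain wells were the positive control but not used for scaling; some compounds called inactive have numbers as strong as hits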
SR-BI DiI-HDL act = activators of SR-BI mediated DiI-HDL uptake, primary screen, ldlA[mSR-BI] CHO cells, DiI fluorescence; 3 h; 100 = double the neutral-control signal; activation, % at 12.5 µM; 0.096% of 320,000 active;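 active means mean replicate activation of at least 60% and every replicate at or above 60%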;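 further: 0% = median plate neutral-control signal and 100% = twice that signal; values of inactives mirror those of a sister screen read the other way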
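System: CHO ldlA[mSR-BI] cells / Medium: HEPES-buffered (25 mM, pH 7.4) F12 plus 0.5% BSA / Probe or stimulus: labelled HDL, 10 µg/mL / Doses: single compound concentration, delivered by pin transfer / Schedule: 3 h, 37 °C / Measured by: DiI fluorescence, bottom read / Measure: cell-associated DiI fluorescence as measure of HDL uptake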
DSG3 Ab inh = inhibitors of pemphigus antibody binding to DSG3, primary screen, biochemical, bead-based, flow cytometry, scFv-GFP | Desmoglein-3 (Homo sapiens), P32926 | DSG3-coupled beads, scFv-anti-DSG3-GFP binding; active compounds read low | binding (percent of control), % at 10 µM | 0.48% of 310,000 active | AID 588358, 2011;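 active means binding more than 3 SD below its plate's average and above zero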;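 further: hits lower antibody fragment binding to DSG3; some compounds called inactive have numbers as strong as hits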
Target sequence (P32926 whole entry, looked up, the tested form may be a part): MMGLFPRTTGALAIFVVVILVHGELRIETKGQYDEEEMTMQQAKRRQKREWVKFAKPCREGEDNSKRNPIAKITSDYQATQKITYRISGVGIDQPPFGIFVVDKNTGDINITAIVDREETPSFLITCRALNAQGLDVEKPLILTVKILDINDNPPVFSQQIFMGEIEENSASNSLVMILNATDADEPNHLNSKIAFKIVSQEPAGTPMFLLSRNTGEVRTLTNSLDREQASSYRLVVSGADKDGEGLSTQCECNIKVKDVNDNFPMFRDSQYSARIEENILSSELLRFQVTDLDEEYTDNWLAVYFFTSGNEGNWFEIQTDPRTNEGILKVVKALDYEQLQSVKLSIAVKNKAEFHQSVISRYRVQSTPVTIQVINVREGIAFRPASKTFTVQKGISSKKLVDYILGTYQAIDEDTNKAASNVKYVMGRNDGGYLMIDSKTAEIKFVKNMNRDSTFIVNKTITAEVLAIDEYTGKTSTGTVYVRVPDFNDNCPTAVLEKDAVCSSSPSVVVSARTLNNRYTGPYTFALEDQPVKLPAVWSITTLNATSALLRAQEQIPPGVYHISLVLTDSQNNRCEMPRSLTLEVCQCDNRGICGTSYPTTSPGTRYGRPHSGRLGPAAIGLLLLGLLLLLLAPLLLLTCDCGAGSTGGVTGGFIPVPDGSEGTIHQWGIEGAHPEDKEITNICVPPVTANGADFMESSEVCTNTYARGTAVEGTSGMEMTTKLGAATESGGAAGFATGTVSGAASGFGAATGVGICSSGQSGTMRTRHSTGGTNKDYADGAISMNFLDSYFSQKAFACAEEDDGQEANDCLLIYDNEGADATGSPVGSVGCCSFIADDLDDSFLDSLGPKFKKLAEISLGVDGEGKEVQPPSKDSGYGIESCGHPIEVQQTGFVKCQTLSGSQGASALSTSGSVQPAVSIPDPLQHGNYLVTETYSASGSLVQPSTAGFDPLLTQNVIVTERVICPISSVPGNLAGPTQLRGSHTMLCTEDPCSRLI
CDK5 inh = inhibitors of human CDK5/p35 kinase, primary screen, biochemical, single concentration. Cyclin-dependent kinase 5 (Homo sapiens) + Cyclin-dependent kinase 5 activator 1 (Homo …. Recombinant CDK5/p35, ADP-Glo luminescence, 60 min. inhibition, % at 10 µM. 0.01% of 330,000 active;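 active means highest replicate inhibition of at least 50% and at least 75% of replicates reaching 50%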;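 further: plate controls were DMSO neutral control for no effect and GW8510 at 10 µM for full effect; many of its hits are not listed in these tables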
SR-BI DiI inh = inhibitors of SR-BI mediated HDL lipid uptake, primary screen, ldlA[mSR-BI] cells, fluorescence, single point | ldlA[mSR-BI] CHO cells, DiI-HDL uptake fluorescence, 3 h | inhibition, % at 12.5 µM | 0.96% of 320,000 active | AID 488896, 2010;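 active means mean replicate inhibition of at least 70% and a set share of replicates each scoring 70 or more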;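 further: 0% = median of neutral control wells and 100% = median of positive control wells; values of inactives mirror those of a sister screen read the other way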
dFosB activator = activators of delta FosB homodimer, primary screen, biochemical, fluorescence polarization, TAMRA-CDK5 oligo, single point. Protein FosB (Mus musculus), P13346. purified delta FosB; percent of positive-control signal above neutral wells. activation, % at 25 µM. 0.99% of 340,000 active;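 active means mean activation above about 17%, with every replicate also reaching it, limit read from the data, passing the limit was not always enough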;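 further: fluorescence polarization rise as delta FosB binds a TAMRA Cdk5 AP-1 oligo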
NSD2 inh = NSD2 histone methyltransferase inhibitors, primary screen, biochemical, AlphaScreen, single concentration, set 2 | NSD2 peptide methylation, 120 min | inhibition, % at 12.5 µM | 0.54% of 310,000 active; in the data active means inhibition above about 50%
PKA-R2B act = activators of PKA-R2B holoenzyme, primary screen, biochemical, fluorescence polarization, Cy5-IP20, human; activation, % at 11.4 µM; 0.079% of 340,000 active; PKA-R2B holoenzyme dissociation; R2B truncated from residue 108, S112A mutant; 0% DMSO only, 100% 113 µM cGMP; AID 504700, 2011;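 active means activation above a cutoff set at the mean over all compounds plus 3 SD, cut at about 18% in these data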;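 further: higher means more holoenzyme dissociation and a rise in polarization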
Arr AP2 block = inhibitors of beta-arrestin/AP2 binding, primary screen, biochemical, GPCR trafficking, flow cytometry; beta-arrestin 1 C-terminal peptide binding to AP2 beta2-adaptin appendage (human); FITC-arrestin peptide / GST-AP2 beads; AP2 beta2 appendage carries R879A mutation; inhibition, % at 10 µM; 0.31% of 340,000 active;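 active means inhibition above a set limit, near 3 SD of compounds lacking own fluorescence, cut at about 54% in these data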;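 further: plate controls were DMSO wells for no effect and 5 µM unlabelled arrestin peptide for full effect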
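Material – GST-tagged AP2 beta2-adaptin appendage (R879A) on 4 µm glutathione beads · Probe or stimulus – fluorescein-tagged arrestin peptide at 50 nM final · Timing – 12 min plus 1 h, RT · Detection – bead flow cytometry, FITC channel · Read-out basis – inhibition as reduced fluorescein signal on beads, percent · Medium – PBS plus Tween 20 (0.05%) and BSA (0.1%)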
MITF TRPM1 HTS = activators of MITF-driven TRPM1 promoter reporter, primary screen, cell-based, SK-MEL-5, luciferase, single point | SK-MEL-5 TRPM1-promoter luciferase, 24 h; % of positive control, neutral wells = 0 | activation, % at 12.5 µM | AID 588334, 2011 | 0.75% of 300,000 active;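 active means mean activation of at least 80% with every replicate also reaching 80%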;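 further: 0% = neutral control wells and 100% = parthenolide positive control wells; values of inactives mirror those of a sister screen read the other way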
* = called active by the depositor; . = not tested or not shown; & = joins results of further samples.

PKA-R1A act	Mot1-301 SUMO	SR-BI DiI-HDL act	DSG3 Ab inh	CDK5 inh	SR-BI DiI inh	dFosB activator	NSD2 inh	PKA-R2B act	Arr AP2 block	MITF TRPM1 HTS	structure
-12.7	-8.4	.	97.7	-2.9	.	0.9	-1.7	-7.2	-10.7	-10.2	Cc1ccc(C(=O)NCC(c2ccc(F)cc2)N2CCOCC2)cc1 (stereo not drawn)
11.0	4.5	3.2	86.8	0.2	-3.2	5.0	.	-1.8	7.2	-9.8	CC1CCN(S(=O)(=O)c2ccc3c(c2)oc(=O)n3CC(=O)N2CCc3ccccc3C2)CC1
-6.4	1.8	11.0	101.4	0.5	-11.0	-0.1	-3.8	-10.0	6.1	-10.0	COc1ccccc1N1C(=O)C2C3C=CC(C3)C2(C)C1=O (stereo not drawn)
5.0	-14.2	-32.0	.	0.3	32.0	-8.8	.	-9.5	32.6	.	CCOc1ccc(C(=O)NC2CCN(C(=O)Nc3ccccc3OC)CC2)cc1
-16.0	-0.7	-23.6	.	-1.4	23.6	-5.1	-1.0	-7.8	10.6	-3.1	CCCc1cc(N2CCCC(C(=O)Nc3cc(Cl)ccc3OC)C2)n2ncnc2n1 (stereo not drawn)
1.0	.	-6.5	96.4	-0.7	6.5	-7.7	1.0	3.5	19.5	21.6	O=C(N/N=C\c1ccc(Oc2ccccc2)cc1)c1csnn1
-0.1	196.8	7.3	121.8	0.3	11.1	1.8	.	-3.7	-9.8	42.9	Cc1ccc2occ(C(=O)c3ccco3)c(=O)c2c1
-10.8	45.8	-13.0	105.7	-4.2	13.1	5.5	-1.4	3.8	-1.0	6.2	Cc1ccc(N2C(=O)CSC2c2cccnc2)cc1F (stereo not drawn)
6.8	111.3	.	96.4	1.2	.	-0.8	3.6	8.5	3.9	-7.5	CC(C)CCN1CCN(Cc2ccoc2)CC1CCO (stereo not drawn)
-4.6	1.6	-30.6	101.5	-1.1	30.6	-5.1	11.4	-14.7	-16.4	.	CCc1cc(C=NC2CCCCC2)c(O)s1
-15.0	-9.4	-0.3	101.8	-0.7	0.3	-2.9	.	-10.1	-0.1	0.2	CN1C(=O)CC(Sc2ncccc2C(=O)O)C1=O (stereo not drawn)
1.2	310.7	.	.	-1.4	.	-10.7	-1.0	2.4	9.1	6.5	Cc1ccccc1OCc1nnc(SCC(=O)Nc2ccc(N3CCOCC3)cc2)n1C
3.7	2.5	-2.3	106.1	0.6	2.3	-2.5	-0.9	2.8	1.1	14.1	COc1ccccc1C(=O)NNC(=O)c1ccc(Cl)cc1
-3.8	106.0	.	.	-2.2	.	-3.0	5.1	-7.0	-10.6	-4.6	CCC(Oc1ccccc1F)C(=O)NCCN1CCOCC1 (stereo not drawn)
1.6	-12.5	347.2*	107.1	1.0	-347.2	-6.9	-0.8	-3.6	-5.6	-9.3	O=S(=O)(NCC(c1ccc2c(c1)OCO2)N1CCOCC1)c1ccccc1 (stereo not drawn)
-2.2	-12.6	3.5	105.9	0.6	-3.5	-1.3	-0.1	4.3	15.0	5.8	CCOC(=O)c1nnn(-c2nonc2N)c1COc1ccccc1
2.5	-6.4	3.0	.	0.2	-3.0	-1.1	-2.4	-3.2	7.5	-13.0	COc1cc(CC(=O)NCc2ccc3c(c2)OCO3)cc(OC)c1OC
-8.5	4.1	-10.6	83.0	-1.7	10.6	-6.5	-0.2	6.2	-0.9	7.5	CCNS(=O)(=O)c1ccc(-c2ccc(-n3cnnn3)cc2)cc1
3.7	28.2	13.9	103.2	-1.8	-13.9	1.4	-2.1	-5.3	-7.8	-2.4	O=c1[nH]c2ccc(Cl)cc2c(O)c1Cc1ccccc1
-2.3	-6.6	-10.2	98.6	0.5	10.2	-3.9	.	-7.3	-17.6	3.7	CC(C)CCN1C(Nc2ccccc2)=NC[C@@H]1Cc1ccccc1
-7.6	13.8	12.9	104.3	-0.9	-12.9	-11.2	0.1	-10.8	20.0	-9.2	Cc1ccc(NC2CCCN(C(=O)CCn3nccc3C)C2)cc1C (stereo not drawn)
4.5	-2.7	-40.9	99.3	2.2	40.9	6.3	-1.6	4.9	-5.6	-5.4	COc1cc(/C=C(\C#N)C(=O)NC2CCCCC2C)ccc1OS(=O)(=O)c1ccc(C)cc1 (stereo not drawn)
8.8	7.9	-1.7	111.1	-6.7	1.7	-8.9	3.2	-3.6	1.2	6.2	CCOC(=O)C1CCN(C(=O)COc2cccc3ccccc23)CC1
-4.9	.	-11.0	104.0	0.3	11.0	-0.1	.	-2.2	7.9	5.9	COCCCNC(=O)C[C@H]1C[C@H](C(=O)N(C(C)C)C(C)C)[C@@]2(C)c3[nH]c4cc(CCC(=O)N(C)C)ccc4c3CCN2C1=O
-8.8	-21.6	-45.9	150.1	-0.1	54.3	64.2*	-0.8	-12.1	-0.4	21.4	C(=C/c1nccc2c1[nH]c1ccccc12)/c1ccc2c(c1)OCO2
4.0	-5.5	.	.	-0.8	.	5.9	-1.9	-1.4	-7.8	.	O=S(=O)(c1ccccc1)N1CCc2ccccc21
-2.1	-17.4	-44.5	112.7	0.2	44.5	-0.2	-2.7	-11.6	-1.6	2.3	O=C(COC(=O)CCc1nc2ccccc2n1-c1ccccc1)Nc1cccc(Cl)c1
-4.7	1.7	-0.1	.	0.4	0.1	-7.8	2.0	-11.0	-8.0	-0.8	COc1ccc(CCC(=O)Nc2nc3c(s2)CN(C)CC3)cc1OC
0.5	-1.2	17.3	106.8	4.9	-17.3	-7.9	-2.5	15.0	26.0	11.5	Cc1cccc(N(C(=O)c2csnn2)C(C(=O)NC(C)(C)C)c2ccncc2)c1 (stereo not drawn)
5.5	.	30.8	99.7	2.1	-30.8	3.5	.	-1.2	35.4	-12.5	O=C1NC[C@H](Cc2ccccc2)N(C[C@H]2CCCN2C[C@H](Cc2ccccc2)N2C[C@H](Cc3ccccc3)N(CC3CCCCC3)C(=O)C2=O)C1=O

In another format: entries from further up.
smiles	PKA-R1A act	Mot1-301 SUMO	SR-BI DiI-HDL act	DSG3 Ab inh	CDK5 inh	SR-BI DiI inh	dFosB activator	NSD2 inh	PKA-R2B act	Arr AP2 block	MITF TRPM1 HTS
O=C(COC(=O)CCc1nc2ccccc2n1-c1ccccc1)Nc1cccc(Cl)c1	-2.1	-17.4	-44.5	112.7	0.2	44.5	-0.2	-2.7	-11.6	-1.6	2.3
COc1ccc(CCC(=O)Nc2nc3c(s2)CN(C)CC3)cc1OC	-4.7	1.7	-0.1	.	0.4	0.1	-7.8	2.0	-11.0	-8.0	-0.8

(more compounds)
PKA-R1A act	Mot1-301 SUMO	SR-BI DiI-HDL act	DSG3 Ab inh	CDK5 inh	SR-BI DiI inh	dFosB activator	NSD2 inh	PKA-R2B act	Arr AP2 block	MITF TRPM1 HTS	structure
-4.6	2.5	2.9	104.5	0.1	-2.9	-0.3	-0.8	-1.0	-6.0	-13.4	Cn1c(N)c(C(=O)COC(=O)C2CCCC2)c(=O)n(C)c1=O
-7.8	.	21.3	.	-0.1	-21.3	0.4	-1.4	-10.8	9.0	1.7	COc1ccc(CCNC(=O)CCS(=O)(=O)c2ccc3c(c2)CCN3C(C)=O)cc1OC
6.9	9.5	-6.4	97.7	-1.0	6.4	-5.6	-2.4	10.2	6.3	-0.9	CC(=O)Nc1ccc(NC(=O)CSc2nnc(NC(=O)C3CC(=O)N(c4ccc(F)cc4)C3)s2)cc1 (stereo not drawn)
5.4	8.1	-14.5	100.5	-0.9	14.5	0.3	0.1	-1.9	-2.2	7.0	O=C(NCCN1CCOCC1)c1csc2c1CCCCC2
-8.7	12.0	16.0	.	-3.7	-16.0	1.4	-1.4	-1.0	-6.4	-1.2	COc1cccc(NC(=O)COC(=O)C2=NN(c3ccccc3)C(=O)CC2)c1
3.2	-8.7	-53.9	110.5	-0.5	53.9	-5.8	0.7	4.1	31.2	-3.3	CCOC(=O)N1CCN(C(=O)c2ccc(N(C)S(=O)(=O)c3ccc(C)cc3)cc2)CC1
7.3	124.4	7.0	.	1.3	-7.0	-10.1	0.1	12.4	-5.1	.	CCOc1ncccc1C(=O)Nc1cc(S(=O)(=O)N2CCCCC2)ccc1Cl
-3.9&-5.0	-5.0	-53.0&-32.1	92.9&95.9	0.8&-1.2	53.0&32.1	-1.0&7.7	1.2&-1.5	-1.1&-2.3	-2.0&48.1	-18.2&-32.0	O=C(Nc1nc(-c2ccc(S(=O)(=O)N3CCOCC3)cc2)cs1)c1ccccc1
-14.3	-17.6	-13.8	101.5	-3.4	13.8	0.9	-0.7	-3.1	7.1	4.8	O=C(Cc1ccc(Cl)cc1)N1CCN(C(=O)c2ccco2)CC1

Screening results: PubChem BioAssay, several laboratories
